Bioassay records (PubChem BioAssay)
NPY2 pot ag – NPY-Y2 potentiators or agonists, primary screen, cell-based | Neuropeptide Y receptor type 2 (Homo sapiens), P49146 | cells expressing NPY-Y2, potentiator/agonist read-out | activation, % at 3.6 µM | 220,000 compounds, 0.45% hits; in the data active = activation above about 27%;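 note: cells stimulated with NPY near EC25 plus isoproterenol at EC100; 0% = vehicle plus submaximal agonist and 100% = vehicle plus saturating agonist; some results beyond the cut were filed as inactive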
Target sequence (P49146 whole entry, looked up): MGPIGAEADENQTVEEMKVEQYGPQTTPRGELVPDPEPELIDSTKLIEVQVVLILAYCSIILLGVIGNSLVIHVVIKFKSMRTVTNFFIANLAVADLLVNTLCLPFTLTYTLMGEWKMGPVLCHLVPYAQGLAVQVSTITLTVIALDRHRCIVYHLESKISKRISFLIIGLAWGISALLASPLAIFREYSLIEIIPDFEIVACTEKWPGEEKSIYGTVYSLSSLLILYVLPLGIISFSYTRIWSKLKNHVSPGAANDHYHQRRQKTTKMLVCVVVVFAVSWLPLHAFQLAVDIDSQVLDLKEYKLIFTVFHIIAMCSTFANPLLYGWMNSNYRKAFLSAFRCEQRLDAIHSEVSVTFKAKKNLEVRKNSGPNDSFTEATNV
Runt-CBFb FRET – inhibitors of RUNX1 Runt–CBFb binding, primary screen, biochemical, FRET, Cerulean-Runt, Venus-CBFb, uHTS; Runt-related transcription factor 1 (Homo sapiens) + Core-binding factor subunit beta …; Cerulean-Runt/Venus-CBFb FRET ratio 530/480, 1 h; inhibition, % at 20 µM; 220,000 compounds, 0.46% hits; AID 1496, 2009;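 active = inhibition over about 50% at 20 µM in the single-dose screen, limit read from the data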;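 note: 0% = DMSO wells and 100% = excess unlabeled CBFb competitor control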
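Measured by: fluorescence energy transfer, 422 nm excitation, 530/480 nm emission; test system: Cerulean-tagged RUNX1 Runt domain (FRET donor) fusion protein; buffer or medium: Tris pH 7.5 buffer with BSA; compound: one dose, 20 µM compound, 1% DMSO; times: two 1 h room-temperature incubations shielded from light; benchmarks: unlabeled CBFb 5 µM, positive control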
NPY Y1 blocker – NPY-Y1 receptor antagonists, primary screen, cell-based; Neuropeptide Y receptor type 1 (Homo sapiens), P25929; HEK293-CNG Y1 cells, membrane potential fluorescence; NPY at EC95, then isoproterenol; inhibition, % at 3.6 µM; 200,000 compounds, 1% hits;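 active = inhibition above the campaign mean inhibition of all tested compounds plus 3 SD, cut at about 20% in these data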;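 note: 0% = DMSO wells given NPY plus isoproterenol and 100% = isoproterenol alone without NPY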
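Test system – HEK293 Y1/CNG channel cell line · Also added – NPY agonist 25 nM, then isoproterenol 1 µM plus Ro 20-1724 25 µM · Compound dosing – one concentration, 3.6 µM, in 0.4% DMSO · Schedule – compound incubation 1 h at room temperature, readout 45 min post-stimulation · Technique – fluorescence, membrane potential probe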
Hck Nef HTS – inhibitors of Nef-activated human Hck kinase, primary screen, biochemical, Z-Lyte FRET, 384-well, Hck-YEEI; Tyrosine-protein kinase HCK (Homo sapiens), P08631; Recombinant Hck-YEEI plus Nef, Z-Lyte FRET kinase assay; inhibition, % at 20 µM; 220,000 compounds, 0.68% hits;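 active = Hck-Nef kinase inhibition above about 50%, limit read from the data; inactive = inhibition below that limit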;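 note: 0% = DMSO with Hck plus Nef and 100% = Hck alone without Nef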
NPY1 pot ag – NPY-Y1 receptor potentiators or agonists, primary screen, cell-based | activation, % at 3.6 µM | NPY-Y1 expressing cells, potentiator/agonist activation | Neuropeptide Y receptor type 1 (Homo sapiens), P25929 | 220,000 compounds, 0.37% hits; in the data active = activation above about 33%, passing the limit was not always enough;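 note: cells stimulated with NPY at EC10 then isoproterenol at EC100; 0% = low agonist plus stimulus and 100% = saturating agonist plus stimulus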
RBBP9 inh – human RBBP9 inhibitors, primary screen, biochemical, fluorescence polarization, FP-Rh probe, HTS; Serine hydrolase RBBP9 (Homo sapiens), O75884; recombinant RBBP9; inhibition, % at 7.94 µM; 220,000 compounds, 0.2% hits; AID 1515, 2009;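 active = inhibition above the campaign mean of all tested compounds plus 3 SD, cut at about 14% in these data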;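 note: plate controls were DMSO wells with RBBP9 for no effect and wells lacking RBBP9 protein for full effect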
Target sequence (O75884 whole entry, looked up): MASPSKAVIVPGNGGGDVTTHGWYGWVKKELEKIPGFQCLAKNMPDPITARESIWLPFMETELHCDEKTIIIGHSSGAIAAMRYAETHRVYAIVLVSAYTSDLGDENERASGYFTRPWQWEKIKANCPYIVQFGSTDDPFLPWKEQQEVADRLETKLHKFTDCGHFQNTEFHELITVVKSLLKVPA
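Controls: DMSO-treated enzyme wells and wells lacking RBBP9 | Material: RBBP9 protein | Technique: Fluorescence polarization | Replication: Single well per compound, no replicates | Buffer or medium: Tris-NaCl-Pluronic buffer, pH 8.0 | Timing: 30 min compound preincubation, 45 min probe labeling, 25 °C | Read-out basis: Percent inhibition from mP, scaled between DMSO and no-protein wells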
Mdm2 ligase inh – MDM2-luciferase reporter signal enhancers, primary screen, MDM2 E3 ligase inhibitor project, cell-based, luminescence, 1536-well; signal enhancement, % at 5 µM; 210,000 compounds, 0.11% hits; cell-based MDM2 ubiquitination luciferase reporter, 2 h; 0 = plate control, 100 = twice control, blank-subtracted;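 active = signal enhancement of 30% or more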;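 note: luminescence tracks abundance of the self-degrading MDM2-luciferase fusion protein; higher signal means inhibition of MDM2 E3 ligase activity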
Target sequence (Q00987 whole entry, looked up, the tested form may be a part): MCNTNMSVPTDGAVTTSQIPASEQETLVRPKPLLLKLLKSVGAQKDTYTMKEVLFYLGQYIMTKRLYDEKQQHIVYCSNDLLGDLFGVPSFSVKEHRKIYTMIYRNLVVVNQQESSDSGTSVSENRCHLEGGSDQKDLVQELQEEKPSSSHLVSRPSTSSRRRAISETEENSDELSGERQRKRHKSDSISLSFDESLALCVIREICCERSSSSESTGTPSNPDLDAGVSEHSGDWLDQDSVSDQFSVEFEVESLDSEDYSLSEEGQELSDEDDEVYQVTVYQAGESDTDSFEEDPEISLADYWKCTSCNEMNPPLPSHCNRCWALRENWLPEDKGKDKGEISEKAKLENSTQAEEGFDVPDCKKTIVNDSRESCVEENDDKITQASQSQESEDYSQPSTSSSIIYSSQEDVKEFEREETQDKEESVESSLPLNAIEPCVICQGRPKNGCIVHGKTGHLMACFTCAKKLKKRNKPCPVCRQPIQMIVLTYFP
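Assay system: stable mammalian line carrying autodegrading MDM2–luciferase fusion reporter; Input: 2000 cells in each well; Compound dosing: single-point 5 µM; Schedule: 2 h compound exposure at 37 °C; Signal: SteadyLite luciferase luminescence after 15 min room-temperature reagent incubation; Evaluation: % luminescence enhancement versus blank-corrected plate control mean; Benchmarks: plate controls and plate blanks.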
p97 ATPase inh – inhibitors of human p97 ATPase, primary screen, biochemical. Transitional endoplasmic reticulum ATPase (Homo sapiens), P55072. recombinant p97 ATPase, Kinase-Glo ATP luminescence, 3 h. inhibition, % at 8 µM. 220,000 compounds, 0.42% hits; in the data active = inhibition above about 15%;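 note: 0% = DMSO vehicle and 100% = wells lacking enzyme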
Runt-SMMHC FRET – inhibitors of RUNX1 Runt–CBFb-SMMHC binding, primary screen, biochemical, FRET, Cerulean-Runt, Venus-CBFb-SMMHC, uHTS; Cerulean-Runt/Venus-CBFb-SMMHC FRET ratio 530/480, 1 h; inhibition, % at 20 µM; 220,000 compounds, 0.74% hits;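 active = mean inhibition across duplicate retests at 20 µM reaching about 50%, limit read from the data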;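 note: 0% = DMSO wells and 100% = wells with excess untagged CBFb-SMMHC; inhibitors lower the FRET ratio by blocking Runt binding to CBFb-SMMHC; some results filed as inactive read as strong as hits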
Starred values were filed as active, the others as inactive; . = no result given.

Sequence of screens: Mdm2 ligase inh, Runt-CBFb FRET, Runt-SMMHC FRET, NPY1 pot ag, p97 ATPase inh, Hck Nef HTS, NPY2 pot ag, RBBP9 inh, NPY Y1 blocker
O=C(Nc1cccc(-c2nc3cc(Cl)ccc3o2)c1)C1CCCO1 (centres undefined)
→ ., -4, 1, -22, -3, 9, -18, -1, 6
CCOc1cc(/C=C/c2ccc3cccc([N+](=O)[O-])c3n2)cc(Cl)c1O
→ -17, 3, -16, -27, 3, 4, 7, -3, -3
COc1ccc(CC(=O)Nc2ccc(S(=O)(=O)Nc3nccc(C)n3)cc2)cc1
→ -10, 3, 2, 17, 3, 2, -1, -5, -5
CCN1/C(=C\c2ccc3ccccc3[n+]2CC)Sc2cc(C)ccc21
→ -29, -19, -27, -4, -2, 28, 10, -13, 16
COc1ccc(C2CC(=O)c3ccccc3O2)cc1 (centres undefined)
→ ., 0, 0, -13, 7, -1, 6, -11, 3
COC(=O)CN(c1ccc(OC)cc1OC)S(=O)(=O)c1ccccc1[N+](=O)[O-]
→ 24, ., ., 10, 7, 21, -3, 8, 2
C=CCN1C(=O)/C(=C/c2ccc(OC(C)=O)c(OCC)c2[N+](=O)[O-])SC1=S
→ -7, 28, -10, 10, 10, 26, 36*, -8, 4
CCCC(=O)OCC(=O)Nc1ccccc1C#N
→ 0, 2, 1, 18, 9, 25, -5, 3, -3
Cc1ccc(N2C(=O)C3C(C2=O)N2CCCN2C3c2ccccc2)cc1C (centres undefined)
→ ., 2, 3, 2, 4, 26, -2, -4, 4
CN(CC(=O)N1CC=C(c2ccccc2)CC1)S(=O)(=O)c1cnc[nH]1
→ 12, 1, 1, -2, 9, 2, -7, -2, -3

Two records picked at random from those above, as already listed:
Sequence of screens: Mdm2 ligase inh, Runt-CBFb FRET, Runt-SMMHC FRET, NPY1 pot ag, p97 ATPase inh, Hck Nef HTS, NPY2 pot ag, RBBP9 inh, NPY Y1 blocker
COc1ccc(C2CC(=O)c3ccccc3O2)cc1 (centres undefined)
→ ., 0, 0, -13, 7, -1, 6, -11, 3
CCN1/C(=C\c2ccc3ccccc3[n+]2CC)Sc2cc(C)ccc21
→ -29, -19, -27, -4, -2, 28, 10, -13, 16

(listing goes on)
Sequence of screens: Mdm2 ligase inh, Runt-CBFb FRET, Runt-SMMHC FRET, NPY1 pot ag, p97 ATPase inh, Hck Nef HTS, NPY2 pot ag, RBBP9 inh, NPY Y1 blocker
Cc1cccc(-n2nc(CC#N)c(C#N)c2N)c1
→ 1, 0, 2, 0, 2, 1, -6, 2, 2
Nc1nonc1-n1nnc(C(=O)N/N=C/c2ccc(Br)cc2)c1CSC1=NCCS1
→ -3, 1, 1, 1, 4, 1, 2, -7, -2
CCOC(=O)c1c(N)sc(C(N)=O)c1C
→ -13, 5, -1, -5, -1, 5, 6, 1, 4
O=C(/C=C/c1cc(Br)ccc1O)c1ccco1
→ 19, 3, -4, 3, 4, -30, -19, -8, .
Cc1cc(NS(=O)(=O)c2ccc(NC(=O)CSc3nc4ncccc4[nH]3)cc2)nc(C)n1
→ -6, 1, 1, 2, 5, 9, -8, -2, .
O=C(COC(=O)Cc1ccc(Br)cc1)NC12CC3CC(CC(C3)C1)C2
→ -6, -2, 4, 13, -3, 9, 0, -3, 3
COc1ccc(OCCC(=O)OCC(=O)Nc2cccc(Br)c2)cc1
→ -14, 0, 4, -11, 2, 1, -16, -4, 6
CS(=O)(=O)NCCCCCCNS(C)(=O)=O
→ -11, 0, 1, 2, 3, 14, -10, 2, -5
N#CCCCCN1CCCC1
→ -11, -2, -1, 11, -3, 9, 3, -6, .
CCNc1ccc(Br)cc(C(=O)/C=C/c2ccc3c(c2)OCO3)c1=O
→ -10, 3, -18, 17, 5, 5, 3, -10, 1
Cc1nccn1CCCNC(=O)CC1C(=O)NCCN1Cc1ccc(Cl)c(F)c1 (centres undefined)
→ -2, -3, 3, 12, 6, 14, 12, -4, -6
O=[N+]([O-])c1cccc(/C=N/Nc2nnc(-c3ccccc3)c(-c3ccccc3)n2)c1
→ -19, 0, 7, -28, 3, 1, 5, -2, 0
COc1cc(/C=C2\SC(=S)N(NS(=O)(=O)c3ccccc3)C2=O)ccc1O
→ -12, -23, -60, -26, 5, 25, -14, -78, .
O=C(/C=C/c1c(Cl)cccc1Cl)NCc1ccccc1
→ -41, -2, -2, -3, 0, 2, 6, -7, 0
CCN(CC)CCNC(=O)c1cc([N+](=O)[O-])c(N(C)C)cc1OC
→ ., 1, 2, 16, 7, 22, -9, -6, .
N#CC1=C(N)C2=CCCC[C@H]2[C@H](c2cccc(F)c2)C1(C#N)C#N
→ 2, 0, 3, 16, 4, 8, -3, -5, -2
Nc1ccccc1Sc1ccc(C(F)(F)F)cc1[N+](=O)[O-]
→ -10, 1, -1, -9, -3, 7, -9, 2, .
CCOC(=O)C1CCN(C(=O)c2cc(C)n(C(C)(C)C)n2)CC1
→ 5, 2, -6, 12, 4, 13, 12, -8, .
COc1ccc(Nc2nc3c(C)cccn3c(=O)c2C=NCc2ccccc2)cc1
→ 2, -7, -9, 8, 0, 16, 14, -6, -4
CCO/C([O-])=N/c1c[n+](N2CCOCC2)no1
→ ., 0, 2, -18, 1, 0, 0, -1, 1
COc1ccc(CNC(=S)N2CCN(S(=O)(=O)c3cccc(F)c3)CC2)cc1
→ ., 2, -2, 10, 4, 21, 16, -3, .
O=C(Nc1cccc([N+](=O)[O-])c1)C1C2CC/C=C\CCC21 (centres undefined)
→ -9, 2, 0, 3, 5, 1, -10, -7, .
CN(CCC#N)C(=O)COc1ccc(Br)cc1Cl
→ -14, 0, 2, 8, 1, -8, 3, -3, -3
CN(c1ccccc1)S(=O)(=O)c1cccc(NC(=O)CSc2nncs2)c1
→ -6, -1, 1, 5, -9, 1, 5, -15, -3
N#CCCN(C(=O)COc1ccc(Cl)cc1Cl)c1ccccc1
→ -3, -1, 1, 6, -2, 4, -9, 4, -4
Cc1ccc(C(=O)NN2C(=O)C3C4c5ccccc5C(c5ccccc54)C3C2=O)cc1 (centres undefined)
→ -13, 4, -2, -15, 0, 2, 4, -6, -3
CCc1nc2n[nH]c(N)c2c2c1CCCC2
→ -17, 1, 1, -20, 2, -5, -7, -6, -1
CCN(CC)S(=O)(=O)c1cc(C(=O)OC)ccc1Cl
→ -5, 1, 3, -1, 7, 2, 12, -11, 3
O=C(NCCc1csc(-c2cccnc2)n1)c1ccc(Br)o1
→ -23, 1, -4, 13, 3, -3, 4, -3, 9
CCOC(=O)N1CCC(NC(=O)CS(=O)(=O)Cc2nc(-c3ccc(C)cc3)oc2C)CC1
→ -21, -2, 0, 3, 6, 2, -11, -1, -3
COc1ccc(CNC(=O)CSc2nnc3nc(C)cc(C)n23)cc1OC
→ -6, 1, -4, -3, -2, -13, 1, -6, 2
CNS(=O)(=O)c1ccc(NC(=S)Nc2ccc3c(c2)OCO3)cc1
→ -10, 13, -22, 9, 1, 13, -10, -2, 2
CCOC(=O)/C(C#N)=C\c1cc(OC)c(OC)cc1[N+](=O)[O-]
→ -12, 30, 33, -6, -1, 22, 0, 4, -3
COC(=O)c1ccc(NC(=O)c2ccc(OC(C)=O)c(OC)c2)cc1
→ -16, -2, 2, -16, -1, -6, -2, -8, -3
O=c1c2cc(Cl)ccc2nc(-c2ccc(Cl)c(Cl)c2)n1O
→ ., -1, 1, -19, 4, 43, -13, -3, .
COC(=O)Nc1ccc(S(=O)(=O)N2CCC(C(=O)NC3CCCCC3)CC2)cc1
→ -12, 0, 0, -17, -4, -2, -11, -4, -2
Cc1cccc(NC(=O)c2ccc(OCC(=O)NCc3ccccc3)cc2)c1C
→ -22, -2, -6, 17, 2, 1, 8, -7, 2
CN1C(=O)/C(=C/c2ccccc2OCc2ccc(C(=O)O)cc2)NC1=S
→ -5, 2, 1, -1, 3, 19, 7, -8, 3
Cc1ccc2nc(Cn3cc(C(F)(F)F)ccc3=O)cc(=O)n2c1
→ 0, 0, -3, 3, 1, 12, -1, 4, -2
COc1cc(/C=N\Nc2ccc([N+](=O)[O-])cc2)ccc1OCC(=O)Nc1ccc(C)c(C)c1
→ -10, -16, -54, 10, 3, 39, 3, 0, 5
O=C(Nc1ccc(OC(=O)c2cccs2)cc1)c1ccco1
→ -10, 1, -5, -3, -6, 8, 3, -4, 1
O=C(N/N=C/c1ccccc1C(=O)O)c1cccc(S(=O)(=O)Nc2cc(Cl)ccc2Cl)c1
→ ., 2, 0, 0, 4, 22, 6, 1, .
CSc1ccccc1-c1nnc(-c2ccc(Cl)cc2Cl)o1
→ -5, -3, -2, -25, -5, 1, -1, -8, 4
Cc1ccc(/C(O)=C2/C(=O)C(=O)OC2c2ccc(Cl)cc2)cc1 (centres undefined)
→ -16, ., 3, -11, 2, 0, -47, -11, 9
Cc1ccc(NC(=O)CSc2n[nH]c(C)c2[N+](=O)[O-])cc1
→ -4, 0, 3, 2, 1, 0, 1, -7, 3

Rows were taken by chance; any-hit rate near 3.5%.
